Source: PubChem BioAssay
Keap1-Nrf2 PPI – Keap1-Nrf2 protein-protein interaction inhibitors, primary screen, biochemical, fluorescence polarization, single point; Keap1 Kelch-Nrf2 peptide fluorescence polarization, 1536-well; Kelch-like ECH-associated protein 1 (Homo sapiens), Q14145; inhibition, % at 9.4 µM; AID 504523, 2011; 0.15% of 340,000 active; in the data active = inhibition above about 12%; inconclusive = no clear call, values can overlap the other calls; inactive = below about 7.3%;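 note: human Keap1 Kelch domain with fluorescein labeled Nrf2 9mer peptide probe; 0% = neutral control wells and 100% = peptide positive control; higher means more block of Keap1 binding to Nrf2 peptide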
Arr AP2 block – inhibitors of beta-arrestin/AP2 binding, primary screen, biochemical, GPCR trafficking, flow cytometry; beta-arrestin 1 C-terminal peptide binding to AP2 beta2-adaptin appendage (human); 0.31% of 340,000 active; inhibition, % at 10 µM; FITC-arrestin peptide / GST-AP2 beads; AP2 beta2 appendage carries R879A mutation;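 active = inhibition above a set limit, near 3 SD of compounds lacking own fluorescence, cut at about 54% in these data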;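 note: plate controls were DMSO wells for no effect and 5 µM unlabelled arrestin peptide for full effect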
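Material – AP2 appendage R879A on GSH beads · Buffer or medium – PBS with 0.05% Tween 20 and 0.1% BSA · Probe or stimulus – fluorescein-tagged arrestin peptide at 50 nM final · Incubation – compound with beads 12 min RT, then probe 1 h RT · Detection – high-throughput flow cytometry of beads, ex 488, em 535 nm · Evaluation – percent response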
MOR-DOR ag – agonists of OPRM1-OPRD1 heterodimerization, primary screen, cell-based, luminescence. Mu-type opioid receptor (Homo sapiens) + Delta-type opioid receptor (Homo sapiens), …. cells. activation, % at 9.3 µM. 0.3% of 340,000 active; in the data active = activation above about 18%;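 note: 0% = vehicle-treated cells and 100% = reference agonist; values of inactives mirror those of a sister screen read the other way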
Target sequence (P35372 whole entry, looked up): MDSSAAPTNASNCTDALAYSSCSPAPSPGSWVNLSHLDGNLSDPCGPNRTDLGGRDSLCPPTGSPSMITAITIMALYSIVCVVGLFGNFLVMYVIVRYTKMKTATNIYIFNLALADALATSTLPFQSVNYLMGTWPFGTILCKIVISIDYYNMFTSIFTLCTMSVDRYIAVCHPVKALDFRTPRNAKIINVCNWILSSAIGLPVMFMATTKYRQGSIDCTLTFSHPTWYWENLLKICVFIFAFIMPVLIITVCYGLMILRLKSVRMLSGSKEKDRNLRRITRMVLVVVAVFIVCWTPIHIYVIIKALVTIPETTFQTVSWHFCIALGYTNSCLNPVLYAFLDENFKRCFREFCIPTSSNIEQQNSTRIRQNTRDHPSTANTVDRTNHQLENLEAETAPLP
Target sequence (P41143 whole entry, looked up): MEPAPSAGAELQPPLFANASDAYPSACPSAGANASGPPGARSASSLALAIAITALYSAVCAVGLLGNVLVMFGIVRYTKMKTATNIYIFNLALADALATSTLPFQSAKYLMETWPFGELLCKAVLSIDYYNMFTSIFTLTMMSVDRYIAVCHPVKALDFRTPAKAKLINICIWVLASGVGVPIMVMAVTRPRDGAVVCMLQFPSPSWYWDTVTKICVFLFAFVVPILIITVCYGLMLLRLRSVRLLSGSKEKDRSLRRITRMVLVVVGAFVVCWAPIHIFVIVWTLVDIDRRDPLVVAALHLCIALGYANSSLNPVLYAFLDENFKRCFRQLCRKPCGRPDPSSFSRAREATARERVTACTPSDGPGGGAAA
Wnt act – Wnt/beta-catenin pathway activators, primary screen, cell-based, plate reader, single point; AID 743398, 2014; activation, % at 9.35 µM; 1.2% of 300,000 active; Wnt/beta-catenin reporter cell assay, activator; in the data active = activation above about 30%, passing the limit was not always enough; inconclusive = no clear call, values can overlap the other calls;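 note: 0% = neutral control wells and 100% = positive control wells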
OPRM1-OPRD1 inv – inverse agonists of MOR-DOR heterodimerization, primary screen, cell-based, luminescence; Mu-type opioid receptor (Homo sapiens) + Delta-type opioid receptor (Homo sapiens), …; cell-based MOR-DOR heterodimer luminescence, inverse agonism; inhibition, % at 9.3 µM; 0.21% of 340,000 active; AID 504357, 2011; in the data active = inhibition above about 22%, passing the limit was not always enough;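 note: 0% = cells with DMSO and 100% = wells without cells with DMSO; values of inactives mirror those of a sister screen read the other way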
V-ATPase pH – regulators of yeast V-ATPase proton pumping, primary screen, pHLuorin cytosolic pH fluorescence. S. cerevisiae. response, % at 10 µM. 0.37% of 350,000 active; in the data active = response mostly above about 7.3%, no sharp cut-off; inactive = mostly below about 5.4%; note: actives read high; inactives centre near 0; some compounds called inactive have numbers as strong as hits; reference of the scale not given here
RTF Ca sens act – cardiac RTF calcium sensitivity activators, primary screen, biochemical, IANBD-TnC fluorescence, EC20 calcium | Troponin I, cardiac muscle (Homo sapiens) + Troponin T, cardiac muscle (Homo sapiens) + … | IANBD-labeled TnC RTF fluorescence at EC20 calcium; 0% EC20 calcium, 100% full calcium | activation, % at 7.2 µM | 0.24% of 340,000 active | AID 493008, 2010;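 active = activation above the mean over all tested compounds plus 3 SD, cut at about 30% in these data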;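 note: rise in fluorescence read as greater calcium sensitivity of cardiac thin filaments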
RTF Ca sens inh – cardiac RTF calcium sensitivity inhibitors, primary screen, biochemical, IANBD-TnC fluorescence, EC70 calcium | IANBD-labeled cardiac RTF, Ca2+ fluorescence | AID 493244, 2011 | Troponin I, cardiac muscle (Homo sapiens) + Troponin T, cardiac muscle (Homo sapiens) + … | inhibition, % at 7.15 µM | 0.12% of 340,000 active;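 active = inhibition above the mean inhibition of all tested compounds plus 3 SD, cut at about 17% in these data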;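 note: assay run at fixed EC70 calcium of 1.6 mM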
Pemphigus Ab inh – inhibitors of pemphigus antibody binding to DSG3, primary screen, biochemical, bead-based, flow cytometry, scFv-GFP. DSG3-coupled beads, scFv-anti-DSG3-GFP binding; stronger effect = lower value. binding (percent of control), % at 10 µM. 0.48% of 310,000 active;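 active = binding more than 3 SD below its plate's average and above zero; inconclusive = below that plate limit but binding exactly zero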;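 note: hits lower antibody fragment binding to DSG3; some compounds called inactive have numbers as strong as hits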
C-LANA FP – inhibitors of KSHV C-LANA binding to DNA, primary screen, biochemical, fluorescence polarization, FAM-LBS DNA, MBP-C-LANA, single point. Kaposi's sarcoma herpesvirus LANA C-terminal domain (residues 932-1162) DNA binding. 0.078% of 340,000 active. inhibition, % at 9 µM. AID 504423, 2011;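 active = highest replicate inhibition at or above 60% at 9 µM, even if other replicates fall short; inactive = all replicates below 60% inhibition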;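 note: 0% = neutral control wells and 100% = 4 µM acridine orange control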
* marks the source's active call; other numbers are inactive results; & = joins results of further samples.

What do the screens show for `Cc1cc(C)c2nc(C)cc(N/N=C/c3ccc(O)cc3)c2c1`?
Keap1-Nrf2 PPI: -5.7; Arr AP2 block: -9.3; MOR-DOR ag: 7.1; Wnt act: -6.7; OPRM1-OPRD1 inv: -33.9; V-ATPase pH: 1.1; RTF Ca sens act: -6.8; RTF Ca sens inh: -3.9; Pemphigus Ab inh: 120.0; C-LANA FP: -10.6

What do the screens show for `COCCN1C=C2C(=O)C(C)(OC(=O)c3cccs3)C(=O)C=C2C=C1CCCC(=O)OC` (centres undefined)?
Keap1-Nrf2 PPI: 0.8; Arr AP2 block: 35.1; MOR-DOR ag: -0.4; Wnt act: 1.3; OPRM1-OPRD1 inv: 2.4; V-ATPase pH: -1.5; RTF Ca sens act: 2.1; RTF Ca sens inh: 3.3; Pemphigus Ab inh: 100.0; C-LANA FP: -2.7

Results for CCC1NC(=S)N(C2CCCCC2)C1=O (centres undefined) ?
Keap1-Nrf2 PPI: -2.7; Arr AP2 block: 4.0; MOR-DOR ag: -1.6; OPRM1-OPRD1 inv: 8.1; V-ATPase pH: 6.0; RTF Ca sens act: -1.3; RTF Ca sens inh: 1.0; Pemphigus Ab inh: 102.8; C-LANA FP: -1.0

What do the screens show for `CNC(=O)c1ccc(NC(=O)c2cc(S(=O)(=O)N(C)C)ccc2N2CCCC2)cc1`?
Keap1-Nrf2 PPI: -3.8; Arr AP2 block: 2.9; MOR-DOR ag: -4.3; Wnt act: -4.9; OPRM1-OPRD1 inv: 17.8; V-ATPase pH: -1.8; RTF Ca sens act: 1.1; RTF Ca sens inh: -1.1; C-LANA FP: -0.6

How did CCC(=O)N(Cc1cc(=O)[nH]c2ccccc12)c1ccc(C)cc1 do in these assays?
Keap1-Nrf2 PPI: -1.2; Arr AP2 block: -8.2; MOR-DOR ag: -2.7; Wnt act: -0.9; OPRM1-OPRD1 inv: 14.0; V-ATPase pH: -2.4; RTF Ca sens act: -2.4; RTF Ca sens inh: -2.4; Pemphigus Ab inh: 92.5; C-LANA FP: 0.9

Results for COc1ccc(Cl)cc1NC(=O)COC(=O)c1c(-c2ccccc2)noc1C ?
Keap1-Nrf2 PPI: inconclusive; Arr AP2 block: 8.2; MOR-DOR ag: 1.7; Wnt act: -1.9; OPRM1-OPRD1 inv: -8.8; V-ATPase pH: 2.3; RTF Ca sens act: -0.9; RTF Ca sens inh: 2.2; Pemphigus Ab inh: 106.2; C-LANA FP: -0.9

How did Cc1ccc(C(=O)Nc2ccon2)cc1S(=O)(=O)N1CCOCC1 do in these assays?
Keap1-Nrf2 PPI: -7.0; Arr AP2 block: 0.4; MOR-DOR ag: -0.7; OPRM1-OPRD1 inv: 3.9; V-ATPase pH: 0.5; RTF Ca sens act: 1.6; RTF Ca sens inh: -8.4; Pemphigus Ab inh: 103.2; C-LANA FP: -2.2

What do the screens show for `CC1CCCCN1CCCNC(=O)c1c(O)nc2ccccn2c1=O` (centres undefined)?
Keap1-Nrf2 PPI: 4.1; Arr AP2 block: 0.2; MOR-DOR ag: -2.3; Wnt act: 8.9; OPRM1-OPRD1 inv: 11.9; V-ATPase pH: -3.8; RTF Ca sens act: -4.5; RTF Ca sens inh: 2.9; Pemphigus Ab inh: 107.5; C-LANA FP: 0.7

How did O=C(COc1ccc2ccccc2c1Br)N1CCOCC1 do in these assays?
Keap1-Nrf2 PPI: 2.5; Arr AP2 block: -1.3; MOR-DOR ag: -0.2; OPRM1-OPRD1 inv: 1.4; V-ATPase pH: -1.3; RTF Ca sens act: -1.9; RTF Ca sens inh: 6.3; Pemphigus Ab inh: 115.4; C-LANA FP: 0.3

How did Cc1ccn2c(=O)nc(SCC(=O)NCc3ccc(F)cc3)nc2c1 do in these assays?
Keap1-Nrf2 PPI: -2.7; Arr AP2 block: 20.3; MOR-DOR ag: -1.8; Wnt act: -1.2; OPRM1-OPRD1 inv: 9.5; V-ATPase pH: -5.7; RTF Ca sens act: 3.2; RTF Ca sens inh: -13.9; C-LANA FP: 2.3

How did N#C/C(=C\c1ccco1)C(=O)NCC1CCCO1 (centres undefined) do in these assays?
Keap1-Nrf2 PPI: -2.1; Arr AP2 block: 6.6; MOR-DOR ag: -3.5; Wnt act: 0.7; OPRM1-OPRD1 inv: 18.9; V-ATPase pH: 7.0; RTF Ca sens act: 3.9; RTF Ca sens inh: -9.5; Pemphigus Ab inh: 118.0; C-LANA FP: 2.6

How did Cc1cc(NC(=O)CSCc2ccc([N+](=O)[O-])cc2)no1 do in these assays?
Keap1-Nrf2 PPI: -0.7; Arr AP2 block: -10.0; MOR-DOR ag: -2.1; Wnt act: -3.7; OPRM1-OPRD1 inv: 9.6; V-ATPase pH: -3.1; RTF Ca sens act: -0.1; RTF Ca sens inh: -7.0; C-LANA FP: 0.7

Results for COc1ccc(-n2nc(C(=O)NCC(=O)Nc3ccccn3)c3ccccc3c2=O)cc1Cl ?
Keap1-Nrf2 PPI: 1.0; Arr AP2 block: 16.8; MOR-DOR ag: -3.3; Wnt act: -4.1; OPRM1-OPRD1 inv: 20.5; V-ATPase pH: -0.7; RTF Ca sens act: -5.7; RTF Ca sens inh: -11.7; Pemphigus Ab inh: 89.7; C-LANA FP: 1.2

Results for O=C(CSc1ncnc2nc[nH]c12)Nc1ccccc1C(F)(F)F ?
Keap1-Nrf2 PPI: -4.0; Arr AP2 block: -14.2; MOR-DOR ag: -1.5; Wnt act: 3.5; OPRM1-OPRD1 inv: 8.7; V-ATPase pH: -1.0; RTF Ca sens act: -1.7; RTF Ca sens inh: 4.1; Pemphigus Ab inh: 115.3; C-LANA FP: 0.8

How did O=C1CCCC(=O)C1=C1SCCS1 do in these assays?
Keap1-Nrf2 PPI: 1.5; Arr AP2 block: -2.6; MOR-DOR ag: -2.6; Wnt act: 1.5; OPRM1-OPRD1 inv: 13.8; V-ATPase pH: -4.3; RTF Ca sens act: 0.4; RTF Ca sens inh: -1.0; Pemphigus Ab inh: 105.9; C-LANA FP: 0.3

Results for O=[N+]([O-])c1ccc2nc(-c3ccccn3)[nH]c2c1 ?
Keap1-Nrf2 PPI: -5.6; Arr AP2 block: -3.9; MOR-DOR ag: -1.6; Wnt act: -0.5; OPRM1-OPRD1 inv: 8.0; V-ATPase pH: -0.2; RTF Ca sens act: 1.1; RTF Ca sens inh: -3.9; Pemphigus Ab inh: 95.6; C-LANA FP: -0.5

What do the screens show for `Cc1ccc(-c2csc3nc(C)n(N)c(=O)c23)o1`?
Keap1-Nrf2 PPI: -2.6; Arr AP2 block: 3.2; MOR-DOR ag: -2.0; OPRM1-OPRD1 inv: 10.6; V-ATPase pH: -0.6; RTF Ca sens act: 5.3; RTF Ca sens inh: -2.2; Pemphigus Ab inh: 94.6; C-LANA FP: -0.9

How did Cc1ccc(OC(=O)c2cccc(S(=O)(=O)N(C)C)c2)c(-n2nc3ccccc3n2)c1 do in these assays?
Keap1-Nrf2 PPI: 1.4; Arr AP2 block: -8.9; MOR-DOR ag: -2.2; Wnt act: -3.7; OPRM1-OPRD1 inv: 10.0; V-ATPase pH: -2.4; RTF Ca sens act: 3.3; RTF Ca sens inh: -5.8; C-LANA FP: 3.3

How did C[C@@H]1C(=O)O[C@H]2[C@H]1CC[C@@]1(C)C(=O)C=C[C@@](C)(O)[C@H]21 do in these assays?
Keap1-Nrf2 PPI: -7.3; Arr AP2 block: -0.7; MOR-DOR ag: 2.2; Wnt act: -1.8; OPRM1-OPRD1 inv: -12.0; V-ATPase pH: 1.0; RTF Ca sens act: 0.0; RTF Ca sens inh: -2.8; Pemphigus Ab inh: 106.5; C-LANA FP: -0.4

How did COc1ccc(N(Cc2cc3ccc(C)cc3[nH]c2=O)C(=O)c2ccco2)cc1 do in these assays?
Keap1-Nrf2 PPI: -4.4; Arr AP2 block: -1.4; MOR-DOR ag: -1.9; OPRM1-OPRD1 inv: 11.0; V-ATPase pH: -3.5; RTF Ca sens act: 2.4; RTF Ca sens inh: -5.0; Pemphigus Ab inh: 110.3; C-LANA FP: -0.7

Results for O=C(CN1CCN(C(=O)N2CCCCC2)CC1)Nc1ccc(F)cc1 ?
Keap1-Nrf2 PPI: 0.1; Arr AP2 block: 8.2; MOR-DOR ag: -2.8; OPRM1-OPRD1 inv: 15.9; V-ATPase pH: -3.5; RTF Ca sens act: 1.6; RTF Ca sens inh: -6.8; Pemphigus Ab inh: 100.8; C-LANA FP: 1.3

How did CCOC(=O)/C=c1\s/c(=C\c2ccc(C(F)(F)F)cc2)c(=O)n1CC(=O)NCc1ccco1 do in these assays?
Keap1-Nrf2 PPI: -7.3; Arr AP2 block: 8.2; MOR-DOR ag: -0.5; Wnt act: -3.6; OPRM1-OPRD1 inv: 3.1; V-ATPase pH: 0.7; RTF Ca sens act: 3.9; RTF Ca sens inh: -19.2; Pemphigus Ab inh: 79.7; C-LANA FP: 0.3

What do the screens show for `O=C(Nc1ccc2c(c1)OCO2)c1cccc2c1C(=O)N(Cc1cccnc1)C2`?
Keap1-Nrf2 PPI: -4.5; Arr AP2 block: 5.0; MOR-DOR ag: -1.4; Wnt act: -2.5&-0.5; OPRM1-OPRD1 inv: 7.8; V-ATPase pH: 0.6; RTF Ca sens act: 0.8; RTF Ca sens inh: -3.7; Pemphigus Ab inh: 98.5; C-LANA FP: -1.0

What do the screens show for `CC(=O)NC(C(=O)c1ccccc1)N1CCCCC1` (centres undefined)?
Keap1-Nrf2 PPI: 2.5; Arr AP2 block: -21.4; MOR-DOR ag: -2.5; Wnt act: 0.1; OPRM1-OPRD1 inv: 11.7; V-ATPase pH: 0.6; RTF Ca sens act: -4.9; RTF Ca sens inh: -3.8; Pemphigus Ab inh: 102.2; C-LANA FP: -1.0

How did O=C(N/C(=C/c1cccnc1)C(=O)N1CCOCC1)c1ccco1 do in these assays?
Keap1-Nrf2 PPI: 2.5; Arr AP2 block: 19.4; MOR-DOR ag: -1.0; Wnt act: -1.0; OPRM1-OPRD1 inv: 5.4; V-ATPase pH: 0.4; RTF Ca sens act: -2.6; RTF Ca sens inh: -15.5; Pemphigus Ab inh: 103.2; C-LANA FP: 2.4

Not a hit list. Share with any hit: about 3.1%.
